# High-throughput results: PubChem BioAssay, several laboratories
# T cell HTS: modulators of CD8 T cell-vesicle binding, primary screen, mouse 2C CD8+ T cells, flow cytometry. 330,000 compounds, 0.068% hits. calls only at 7 µM. 2C CD8+ T cell-vesicle binding; active compounds read low;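 active = response, share of CD8 T cells binding vesicles, and their 90th percentile fluorescence all below set limits, cut at about 80% in these data, passing the limit was not always enough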
#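 Assay system: 2C TCR transgenic mouse naive CD8+ T cells, MACS-purified | Read-out: CD8+ gate FL2 mean fluorescence as % of same-row positive control | Signal: High-throughput flow cytometry with anti-B7-1 and anti-CD8 staining | Timing: Binding step 1.5 h, 37 °C, antibody labelling 20 min, ice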
# NOD1 NF-kB reporter: NOD1 signaling inhibitors, primary screen, cell-based, luminescence, uHTS (AID 1578); 290,000 compounds, 1% hits; NOD1-driven NF-kB luciferase reporter cells, luminescence; higher % means a stronger effect; inhibition, % at 4 µM, or EC50 in µM where a hit was titrated; in the data active = inhibition mostly above about 36%, no sharp cut-off; inactive = mostly below about 34%;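 also: HEK-293T reporter cells stimulated with the NOD1 agonist gamma-tri-DAP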
# KOR beta-arrestin-1: KOR agonists, beta-arrestin recruitment, primary screen, cell-based, luminescence, uHTS (AID 1777); KOR beta-arrestin recruitment, luminescence; higher % means a stronger effect; one-dose activation, % at 10 µM; EC50 in µM for titrated hits; 280,000 compounds, 0.02% hits; in the data active = activation above about 50%, passing the limit was not always enough; also: a part of the inactive calls stands beside numbers as strong as those of hits
# GPR55 activation: GPR55 agonists via beta-arrestin recruitment, primary screen, imaging, U2OS cells, beta-arrestin-GFP redistribution (AID 1961) | G-protein coupled receptor 55 (Homo sapiens) | U2OS GPR55 beta-arrestin-GFP redistribution imaging; higher % means a stronger effect | activation, % at 10 µM; hits with a dose series show EC50 in µM | 290,000 compounds, 0.048% hits;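 active = activation above 40% with more than 50 cells counted in the well; inconclusive = wells holding fewer than 50 cells, flagged as toxic or sparse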;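 also: U2OS osteosarcoma cells stably expressing GPR55 and beta-arrestin-GFP; plate controls were DMSO negative control for no effect and LPI positive control for full effect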
# NOD2 inhibition: NOD2 signaling inhibitors, cell-based, luminescence, uHTS, HEK293 (AID 1566); HEK293 NOD2/NF-kB luciferase reporter, luminescence; higher % means a stronger effect; 290,000 compounds, 0.63% hits; one-dose inhibition, % at 4 µM; EC50 in µM for titrated hits; also: many of its hits are not listed in these tables
# GPR55 antagonists: GPR55 antagonists blocking LPI-driven arrestin recruitment, primary screen, imaging, U2OS, beta-arrestin-GFP, LPI agonist (AID 2013); U2OS GPR55 beta-arrestin-GFP translocation imaging, LPI antagonism; higher % means a stronger effect; inhibition, % at 10 µM, or IC50 in µM where a hit was titrated; 290,000 compounds, 0.13% hits; G-protein coupled receptor 55 (Homo sapiens);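 active = spots per cell inhibited over 60%, with over 100 cells counted and total cytoplasm intensity under 500,000; inconclusive = wells with under 100 cells, flagged as likely toxic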;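 also: U2OS cells stably carrying GPR55 and arrestin-GFP stimulated by 5 µM LPI near EC80; imaged beta-arrestin-GFP aggregate spots per cell after agonist stimulation; plate controls were LPI-stimulated DMSO wells for no effect and DMSO wells without LPI for full effect; some results filed as inactive read as strong as hits; confirmed hits need IC50 under 10 µM and bright autofluorescent wells are also inconclusive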
# NTR1 agonist: agonists of NTR1, primary screen, imaging, U2OS cells, beta-arrestin-GFP, high content (AID 493036) | Neurotensin receptor type 1 (Homo sapiens), P30989 | NTR1-U2OS beta-arrestin-GFP spot imaging, agonist mode | activation, % at 20 µM | 330,000 compounds, 0.17% hits;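 active = activation at or above 40% of the spot to cytoplasm intensity ratio, with at least 20 cells analyzed; inconclusive = wells under 20 cells, flagged as cytotoxic or low count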;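 also: 0% = DMSO without peptide and 100% = 100 nM NTR1 peptide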
# Target sequence (P30989 whole entry, looked up): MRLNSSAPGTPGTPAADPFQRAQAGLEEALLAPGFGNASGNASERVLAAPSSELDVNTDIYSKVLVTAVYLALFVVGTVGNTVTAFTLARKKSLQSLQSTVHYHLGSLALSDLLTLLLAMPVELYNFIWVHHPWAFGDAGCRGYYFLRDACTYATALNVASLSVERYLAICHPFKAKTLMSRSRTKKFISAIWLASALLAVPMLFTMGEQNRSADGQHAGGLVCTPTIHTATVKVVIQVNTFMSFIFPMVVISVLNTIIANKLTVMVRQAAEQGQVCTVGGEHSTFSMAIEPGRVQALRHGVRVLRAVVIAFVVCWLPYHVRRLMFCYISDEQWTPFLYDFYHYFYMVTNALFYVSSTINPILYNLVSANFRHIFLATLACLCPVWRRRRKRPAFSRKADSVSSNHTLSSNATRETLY
# KOR beta-arrestin-2: KOR antagonists, beta-arrestin recruitment, cell-based, luminescence, uHTS (AID 1778). 290,000 compounds, 0.091% hits. inhibition, % at 10 µM; hits with a dose series show IC50 in µM. KOR beta-arrestin recruitment, luminescence, antagonist mode; higher % means a stronger effect. Kappa-type opioid receptor (Homo sapiens); also: strong numbers were not always called active
# Myeloid diff 2: induction of myeloid progenitor differentiation, primary screen, cell-based, flow cytometry, MLPCN library; ER-HoxA9 myeloid progenitors, lysozyme-GFP differentiation; calls only at 10 µM; 360,000 compounds, 1% hits; AID 624256, 2012;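 active = normalized GFP-positive differentiation at or above the plate's own cutoff, the solvent-only control mean plus 3 SD; inconclusive = no clear call, values can overlap the other calls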;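 also: cells exposed to compound for four days before flow analysis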
# T cell HTS vesicle-bound %: recorded beside T cell HTS, whose call it bears; double positive events, %; measured here: CD8+ vesicle-bound cell fraction;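 binding gate set so that unloaded-vesicle control wells show 10% double positive cells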
# NTR1 agonist cell count 20 µM: further read-out of NTR1 agonist, marked with its call; cell count; measured here: cell count, cytotoxicity flag
# Myeloid diff 2 GFP+ MAC1+ %: recorded beside Myeloid diff 2, whose call it bears; GFP+ MAC1+ double positive, %; measured here: differentiation confirmed by MAC1 staining
# An asterisk follows results filed as active; i = inactive; ? = inconclusive; . = not tested or not shown; [ ] = remark or other dose. Rule as the data show it, unless noted: active = inhibition above about 50%; inactive = the rest. The list is partial; the hit share may differ from the screen's.
SMILES,T cell HTS,T cell HTS vesicle-bound %,NOD1 NF-kB reporter,KOR beta-arrestin-1,GPR55 activation,NOD2 inhibition,GPR55 antagonists,NTR1 agonist,NTR1 agonist cell count 20 µM,KOR beta-arrestin-2,Myeloid diff 2,Myeloid diff 2 GFP+ MAC1+ %
COc1ccc(Br)cc1CN(C)CC(O)COc1ccc(Br)cc1 (stereo unspecified),i,18.0,-25.0%,2.8%,-0.1%,-4.2%,-6.7%,4.6,47,-40.6%,i,3.4
O=C(Nc1ccc(Cl)cc1)N1CCN(Cc2ccc3c(c2)OCO3)CC1,i,35.1,-8.1%,3.0%,0.0%,-34.2%,-9.6%,-1.1,40,-1.1%,i,1.1
COc1ccc(N2CCN(c3cc(=O)n(Cc4ccc(F)cc4)c(=O)[nH]3)CC2)cc1,i,45.6,.,0.1%,-0.1%,.,-5.2%,0.7,79,-23.9%,i,0.8
O=C(NCCCN1CCCC1=O)c1cncc(Br)c1,i,26.1,-7.4%,-0.7%,-0.3%,-4.1%,-10.3%,-1.7,66,30.1%,i,2.0
COc1ccc(OCC(=O)OC2CCCN(C)C2)cc1 (stereo unspecified),i,24.9,-0.8%,-2.0%,0.4%,6.8%,1.5%,0.0,30,5.9%,i,0.5
O=C(Nc1ccc(N2C(=O)c3cccc4cccc(c34)C2=O)cc1)c1ccc(N2CCCCC2)c([N+](=O)[O-])c1,i,7.0,-16.7%,4.2%,-0.1%,-0.1%,9.8%,3.0,35,13.4%,i,0.9
O=C1N=c2ccc([N+](=O)[O-])cc2=C1c1sc(=O)[nH]c1O,i,68.4,2.1%,1.7%,0.0%,21.3%,0.3%,0.8,63,10.5%,i,0.5
Cc1ccc(CNC(=O)C2CCN(S(=O)(=O)c3cccs3)CC2)o1,i,58.3,-33.6%,-0.9%,0.3%,-3.2%,-7.6%,0.7,78,30.2%,i,8.8
Cc1cc(O)cc(O)c1C(=O)Cc1cscn1,i,46.2,17.8%,-0.1%,-0.1%,11.8%,2.3%,1.1,52,-7.2%,i,0.6
CC1(C)CC(NS(=O)(=O)c2ccc3ccccc3c2)CC(C)(C)N1,i,43.7,-3.6%,-1.2%,-0.2%,17.5%,-8.0%,-0.7,66,-5.4%,?,.
COc1ccc(CC(=O)NCc2nnc(SCC(=O)Nc3ccc(OC)cc3)n2C)cc1,i,62.3,-24.9%,-4.3%,-0.1%,7.3%,2.7%,-1.1,66,19.1%,i,0.2
Cc1c(Cl)cccc1NC(=O)C1CCCN(S(C)(=O)=O)C1 (stereo unspecified),i,21.0,-22.8%,-4.0%,-0.1%,11.8%,-7.1%,-0.2,50,9.6%[20 µM],i,0.3
COc1ccccc1/C=C/C1(C(=O)NC2CCCC2)CC(=O)N1c1ccc(C)cc1 (stereo unspecified),i,5.8,-1.9%,-0.4%,0.4%,-7.9%,-8.2%,0.4,93,-108.9%,i,1.4
COCCCNc1nc(N)c([N+](=O)[O-])c(Nc2cc(OC)ccc2OC)n1,i,19.7,2.0%,-0.1%,-0.1%,-3.8%,-2.9%,2.0,55,6.2%,i,0.5
CCOCCCNC(=O)C(NC(=O)CC1NC(=O)NC1=O)c1ccc(Cl)cc1 (stereo unspecified),i,35.7,-32.0%,4.5%,0.3%,-4.2%,17.1%,-0.3,54,-11.4%,i,1.1
COc1ccc(S(=O)(=O)n2c([N+](=O)[O-])cnc2C)c(C)c1C,i,45.8,-14.1%,4.8%,0.1%,-0.1%,-1.3%,-1.0,49,-39.7%[20 µM],i,0.5
COc1ccc(C)cc1S(=O)(=O)Nc1cccc(C)c1,i,62.8,-3.5%,-3.7%,-0.2%,-2.4%,13.9%,1.1,44,-11.2%,i,0.4
Cc1ccccc1CNC(=O)c1ccccc1C,i,38.3,10.2%,1.6%,-0.1%,10.3%,0.7%,-1.4,57,-6.8%,i,1.3
C/C(=N\N(C)C)c1ccc(OCCOc2ccc([N+](=O)[O-])cc2)cc1,i,36.6,-18.6%,-1.2%,0.1%,9.4%,-5.4%,-0.7,56,2.7%,i,0.5
COc1cc(OC)cc(N(C(=O)c2snc(C(N)=O)c2N)C(C(=O)NCC2CCCO2)c2ccc(C)o2)c1 (stereo unspecified),i,34.9,-4.5%,3.1%,-0.4%,-9.1%,10.2%,-0.8,58,-32.8%,i,0.7
CCOc1ccc(/C=C(\C#N)C(=O)NCC2CCCO2)cc1OCC (stereo unspecified),i,7.2,-16.3%,4.2%,0.5%,-2.9%,3.9%,3.4,43,15.5%,i,0.2
CC(C)(C)C(=O)/C=C1\NC(=O)CS1,i,32.6,-19.2%,-4.5%,-0.4%,11.9%,3.1%,-0.5,63,-13.0%,i,0.9
NC(=O)CSc1nnc(COc2cccc3ccccc23)o1,i,45.6,-0.7%,-0.3%,-0.3%,10.0%,-0.2%,-1.5,57,-31.0%[20 µM],i,0.2
ONC=Nc1cccc2nonc12,i,3.0,7.5%,-3.7%,-0.2%,11.8%,8.5%,2.2,75,1.2%,i,1.7
CN1CCc2c(sc3c2c(=O)n(-c2ccccc2)c2n[nH]c(=S)n32)C1,i,38.4,-18.3%,-2.8%,-0.3%,-6.4%,11.3%,2.1,77,-28.0%,i,0.7
COc1ccc(S(=O)(=O)N2CCN(C(=S)Nc3ccc(S(N)(=O)=O)cc3)CC2)cc1,i,3.2,11.4%,-0.9%,-0.2%,18.6%,5.9%,0.0,61,12.4%,i,0.4
COc1ccc(C(=O)CSc2nnc(CNC(=O)c3ccc(S(=O)(=O)N(C)C)cc3)o2)cc1,i,6.2,-47.6%,1.4%,0.4%,-8.1%,3.5%,0.1,73,-9.5%,i,0.6
CCOC(=O)Cc1csc(N/C(=N/S(=O)(=O)c2cc(Br)ccc2OCC)c2ccccc2)n1,i,40.0,-16.4%,-2.5%,0.6%,-3.4%,9.9%,-1.4,45,10.8%,i,0.4
COc1ccc(OC(=O)c2ccc(OC)c(S(=O)(=O)N3CCOCC3)c2)cc1,i,64.2,-18.7%,2.1%,0.2%,1.1%,3.9%,1.6,59,-1.4%,?,.
CC1CCN(S(=O)(=O)N2CCC(C(=O)N3CCC(N(C)CC4CCCO4)CC3)CC2)CC1 (stereo unspecified),i,36.8,-21.7%,-1.1%,-0.1%,-6.3%,-4.7%,1.8,68,-10.5%,i,2.8
CCOC(=O)c1c(C)[nH]c(C)c1C(=O)CSc1nc(N)cc(N)n1,i,15.8,-16.0%,-2.6%,0.1%,10.2%,3.6%,-2.3,99,42.7%,i,1.0
C=CCN1C2CCCC1CC(NC(=S)Nc1cccc(OC)c1)C2 (stereo unspecified),i,25.6,-34.4%,-0.6%,-0.1%,3.3%,8.3%,0.2,35,-35.4%[20 µM],i,0.1
CN1C(=O)c2ccc(C(=O)NCc3ccccc3)cc2C1=O,i,34.5,-22.7%,-1.0%,0.1%,3.1%,10.0%,0.2,55,13.4%,i,1.2
c1ccc(-n2ncc(-c3nn[nH]n3)n2)cc1,i,55.6,-36.2%,-9.5%,-0.2%,-1.1%,2.5%,-0.3,46,-36.8%,i,2.4
C/C(N)=C(/C#N)C(=O)CSc1nc(-c2ccccc2)c(-c2ccccc2)o1,i,19.4,34.3%,-3.3%,0.3%,15.6%,-6.8%,16.8,55,-16.7%,i,0.2
CC1(C)Cc2c(sc3ncnc(N)c23)CO1,i,54.0,.,3.2%,0.2%,0.1%,5.4%,0.3,77,26.7%,i,1.2
CCn1c(=O)cc(OCC(=O)NC2CC2)c2ccccc21,i,40.9,-30.7%,-0.6%,-0.2%,-7.8%,-0.5%,-1.2,49,-36.7%,i,0.9
CCc1ccc(S(=O)(=O)c2ccc(-n3nc(C)cc3N)cc2)cc1,i,63.9,-16.6%,-4.5%,-0.1%,17.7%,11.3%,2.4,31,-24.5%,i,0.2
CCOC(=O)C1C(=O)NC(c2ccccc2)=NC1c1ccc(OC)cc1 (stereo unspecified),i,56.1,-34.0%,-6.6%,-0.5%,8.4%,6.7%,0.5,84,2.6%,i,0.1
CC1=Nc2ccccc2/C1=C/c1nc(-c2ccc(C)s2)oc1O,i,17.2,-20.3%,-0.5%,-0.4%,7.1%,-1.9%,-0.7,54,-25.9%,i,0.5
O=C(/C=C(/c1ccc(Cl)cc1)n1cncn1)c1ccccc1,i,45.0,16.3%,-1.9%,-0.1%,-6.2%,-1.0%,-0.6,60,1.3%,i,0.5
CC(C)COc1ccc(/C(O)=C2/C(=O)C(=O)N(CCN(C)C)C2c2ccncc2)cc1 (stereo unspecified),i,54.1,-0.8%,4.9%,-0.1%,4.7%,-6.9%,2.0,52,-5.3%,i,0.7
Cc1ccc(S(=O)(=O)Nc2ccc(C(=O)Nc3cc(C)on3)cc2)cc1,i,12.2,-5.7%,8.1%,0.2%,4.6%,-5.5%,0.6,64,13.5%,i,6.9
O=C(Cc1ccc(Cl)cc1)Nc1ccc(S(=O)(=O)Nc2cnc3ccccc3n2)cc1,i,29.2,-3.2%,-0.7%,-0.1%,13.7%,6.2%,2.0,61,-2.8%[20 µM],i,0.2
NC(=O)CSc1n[nH]c(-c2ccco2)n1,i,27.1,-12.7%,2.6%,-0.1%,-5.2%,8.2%,-1.0,80,1.1%,i,0.2
O=C(O)CCC(=O)Nc1ccc(Br)cc1C(=O)c1ccccc1Cl,i,46.4,5.3%,2.9%,-0.1%,19.3%,-8.8%,0.3,60,15.2%,i,0.1

# 2 of the compounds above, with bars between the fields:
molecule | T cell HTS | T cell HTS vesicle-bound % | NOD1 NF-kB reporter | KOR beta-arrestin-1 | GPR55 activation | NOD2 inhibition | GPR55 antagonists | NTR1 agonist | NTR1 agonist cell count 20 µM | KOR beta-arrestin-2 | Myeloid diff 2 | Myeloid diff 2 GFP+ MAC1+ %
O=C(Nc1ccc(Cl)cc1)N1CCN(Cc2ccc3c(c2)OCO3)CC1 | i | 35.1 | -8.1% | 3.0% | 0.0% | -34.2% | -9.6% | -1.1 | 40 | -1.1% | i | 1.1
COc1ccc(N2CCN(c3cc(=O)n(Cc4ccc(F)cc4)c(=O)[nH]3)CC2)cc1 | i | 45.6 | . | 0.1% | -0.1% | . | -5.2% | 0.7 | 79 | -23.9% | i | 0.8
